inhibitors of VEEV – inhibitors of VEEV TC-83 cytopathic effect, confirmation, Vero cells (AID 588727); 350,000 tested, 0.13% active; Vero cells, VEEV TC-83 cytopathic effect inhibition; higher % means a stronger effect; inhibition, % at 20 µM; hits with a dose series show IC50 in µM; in the data active = a potency from the dose series; inconclusive = inhibition mostly from about 14% at the one dose, without a potency; inactive = the rest, 99 in 100 with inhibition below about 12%; note: strong numbers were not always called active
influenza NS1A – NS1A inhibition, H1N1 influenza, cell based functional assay (AID 504329); NS1A functional cell-based assay, percent inhibition; higher % means a stronger effect; inhibition, % at 12.5 µM, or IC50 in µM where a hit was titrated; 340,000 tested, 0.3% active; in the data active = a potency from the dose series; inconclusive = inhibition above about 27% without an active follow-up result; note: strong numbers were not always called active
tuberculosis growth – growth inhibition of non-replicating M. tuberculosis (AID 488890). Mycobacterium tuberculosis non-replicating, growth inhibition; higher % means a stronger effect. inhibition, % at 25 µM, or IC50 in µM where a hit was titrated. 320,000 tested, 0.39% active; in the data active = a potency from the dose series; inconclusive = inhibition mostly from about 82% at the one dose, without a potency; inactive = the rest, 99 in 100 with inhibition below about 76%;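 note: plate controls were DMSO cells for no effect and high antibiotic wells for full effect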
M. tuberculosis HTS – M. tuberculosis growth inhibition, HTS (AID 449762). inhibition, % at 25 µM; hits with a dose series show IC50 in µM. 330,000 tested, 0.59% active. M. tuberculosis H37Rv growth inhibition, 7H9 media; higher % means a stronger effect; in the data active = a potency from the dose series; inconclusive = inhibition above about 70% without an active follow-up result;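 note: bacterial growth assessed after seven days of incubation; strong numbers were not always called active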
Salmonella PhoP GFP – PhoP regulon inhibitors, Salmonella typhi PhoP promoter GFP reporter, confirmatory (AID 1850); Salmonella Typhi PhoP-promoter GFP reporter, fluorescence, 4 h; higher % means a stronger effect; inhibition, % at 50 µM; hits with a dose series show IC50 in µM; 310,000 tested, 0.33% active; in the data active = a potency from the dose series; inconclusive = inhibition mostly from about 25% at the one dose, without a potency; inactive = the rest, 99 in 100 with inhibition below about 19%;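 note: 0% = induced wells with vehicle and 100% = uninduced wells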
inhibitors of VEEV 10K pilot screen – also measured in inhibitors of VEEV; calls as there; inhibition, %; measured here: 10K pilot screen inhibition
* hit, by the source's call; i = inactive; ? = inconclusive; . = no result given; & = joins results of further samples.

Start of the data: the first four records as a preview:
SMILES | inhibitors of VEEV | influenza NS1A | tuberculosis growth | M. tuberculosis HTS | Salmonella PhoP GFP | others
Cc1ccc(S(=O)(=O)N(C)C[C@@H]2Oc3ccc(NC(=O)Nc4cccc5ccccc45)cc3C(=O)N([C@H](C)CO)C[C@H]2C)cc1 | 0.8% | 11% | 48% | 4% | . | inhibitors of VEEV 10K pilot screen=1.9
CCOc1cc2[nH]c(=S)n(CCCN(CC)CC)c(=O)c2cc1OCC | 2.9% | -2% | -9% | -15% | -9%
O=C(Nc1ccccc1NC(=O)c1ccco1)c1ccco1 | 1.9% | 0% | -3% | -4% | -15%
O=c1[nH]cc(C(F)(F)F)cc1NS(=O)(=O)c1ccccc1[N+](=O)[O-] | 1.6% | -13% | 41% | -3% | -4%

Results, from the first entry:
SMILES | inhibitors of VEEV | influenza NS1A | tuberculosis growth | M. tuberculosis HTS | Salmonella PhoP GFP | others
Cc1ccc(S(=O)(=O)N(C)C[C@@H]2Oc3ccc(NC(=O)Nc4cccc5ccccc45)cc3C(=O)N([C@H](C)CO)C[C@H]2C)cc1 | 0.8% | 11% | 48% | 4% | . | inhibitors of VEEV 10K pilot screen=1.9
CCOc1cc2[nH]c(=S)n(CCCN(CC)CC)c(=O)c2cc1OCC | 2.9% | -2% | -9% | -15% | -9%
O=C(Nc1ccccc1NC(=O)c1ccco1)c1ccco1 | 1.9% | 0% | -3% | -4% | -15%
O=c1[nH]cc(C(F)(F)F)cc1NS(=O)(=O)c1ccccc1[N+](=O)[O-] | 1.6% | -13% | 41% | -3% | -4%
COc1ccc2c(c1)OC[C@H]1[C@H]2N2C(=O)c3ccc(C)cc3NC(=O)[C@@]2(C)[C@H]1c1ccccc1 | i | 9% | 78% | ? | .
COCc1cc(=O)n2[nH]c(-c3ccccc3)cc2n1 | 2.8% | -3% | 3% | 3% | 4%
O=C(NCc1cccs1)C1CCCN1C(=O)NC1CCCCC1 (stereo unspecified) | 1.1% | 2% | -3% | 4% | 6%
COc1cc(Cl)c(C)cc1NC(=O)CNC(C)c1ccccc1OC (stereo unspecified) | 2.7% | 13% | 27% | 7% | -34%
OCCOCCn1c2ccccc2c2ccccc21 | 0.1% | -5% | 10% | -5% | -12%
C[C@H]1CC[C@]2(O[C@H](CCO)C[C@@H](O)[C@@H]2O)O1 | i | 11% | -1% | 5% | -1%
Cc1ccccc1N/C(=N/S(=O)(=O)c1cc(F)ccc1F)c1ccccc1 | 6.2% | -3% | -4% | 5% | 1%
CC(=O)c1ccc(NC(=O)Nc2ccc(NS(=O)(=O)c3ccc(C)cc3)cc2)cc1 | 10% | 8% | 3% | -1% | -7%
Cc1ccccc1N(CC(=O)NCc1ccc2c(c1)OCO2)C(=O)C1CSC(=O)C1 (stereo unspecified) | 1.9% | 5% | -4% | -2% | 12%
CSc1ccc(/C=N/NC(=O)c2cc(O)cc(O)c2)cc1 | 0.8% | 2% | 20% | -2% | 2%
CCCCCCCCNc1nc(Cl)nc(NCCN2CCOCC2)n1 | 0.1% | 0% | 17% | 0% | -1%
COc1cc(CN2CCN(Cc3cccc(OC)c3OC)CC2)cc(OC)c1 | i | -4% | -4% | -10% | -1%
CCCCCCCCNC(=O)/C(C#N)=C/c1ccc2c(c1)OCCO2 | 8.3% | -4% | 59% | 10% | 3%
CC1CCCCN1C(=O)COC(=O)c1ccc(N2CCCC2=O)cc1 (stereo unspecified) | 1.0% | -17% | -4% | 6% | .
COc1ccc(CN(C(=O)c2oc3cc(C)c(C)cc3c2C)C2CCS(=O)(=O)C2)cc1OC (stereo unspecified) | 5.8% | 3% | 12% | 4% | -11%
CC(C)(CN1CCCC1)NS(=O)(=O)c1ccccc1 | 1.8% | -4% | -9% | -4% | 8%
CC1(C)C(c2ccco2)=[N+]([O-])C2(CCCCC2=O)N1O (stereo unspecified) | i | -4% | 1% | -8% | 1%
COc1cc(NC(=O)NNC(=O)c2cc3occc3n2C)cc(OC)c1OC | 0.2% | 2% | -9% | -2% | -2%
CNC(=S)N/N=C(\C)c1ccc(N2CCOCC2)cc1 | 4.4% | 1% | . | . | . | inhibitors of VEEV 10K pilot screen=1.8
Cn1c(=N)n(CC(=O)c2cccs2)c2ccccc21 | i | 6% | -10% | 0% | 8%
CCOC(=O)c1sc(C)c2c1NC(C)(c1cccc3ccccc13)NC2=O (stereo unspecified) | 5.3% | -2% | 5% | 3% | -1%
O=C(c1ccc(Oc2ccccc2)cc1)C1CCCN(C(=O)c2cnccn2)C1 (stereo unspecified) | 3.8% | -12% | 7% | 1% | 3%
CCN(CC(=O)Nc1ccc2c(c1)OCCO2)C(=O)CCc1ccc(OC)cc1 | 3.5% | -9% | . | . | .
O=C(CSc1nc2ccccc2c(=O)n1CCC(=O)N1CCN(c2ccccc2)CC1)NCC1CCCO1 (stereo unspecified) | 8.8% | -5% | 20% | 13% | -13%
CCc1ccc(N(CC)C(=O)c2cn(C)c(=O)c3ccccc23)cc1 | i | -12% | -3% | -1% | 3%
Cc1cc(C)c[n+](-c2nc3ccccc3nc2C(=C=[N-])C#N)c1 | 0.3%&2.5% | 0%&-1% | 0%&10% | -2%&-2% | -1%&-2% | inhibitors of VEEV 10K pilot screen=0.8

Arranged by heavy-atom count (lowest first): 5 of the compounds above.
SMILES | inhibitors of VEEV | influenza NS1A | tuberculosis growth | M. tuberculosis HTS | Salmonella PhoP GFP | others
Cn1c(=N)n(CC(=O)c2cccs2)c2ccccc21 | i | 6% | -10% | 0% | 8%
CC1(C)C(c2ccco2)=[N+]([O-])C2(CCCCC2=O)N1O (stereo unspecified) | i | -4% | 1% | -8% | 1%
CCc1ccc(N(CC)C(=O)c2cn(C)c(=O)c3ccccc23)cc1 | i | -12% | -3% | -1% | 3%
O=C(c1ccc(Oc2ccccc2)cc1)C1CCCN(C(=O)c2cnccn2)C1 (stereo unspecified) | 3.8% | -12% | 7% | 1% | 3%
COc1ccc(CN(C(=O)c2oc3cc(C)c(C)cc3c2C)C2CCS(=O)(=O)C2)cc1OC (stereo unspecified) | 5.8% | 3% | 12% | 4% | -11%

(further entries)
SMILES | inhibitors of VEEV | influenza NS1A | tuberculosis growth | M. tuberculosis HTS | Salmonella PhoP GFP | others
O=C1NC(=O)/C(=C/c2ccc(N3CCOCC3)o2)N1 | 1.7% | -17% | -6% | -9% | -14%
Cc1ccc(-n2c(Cc3cccn3C)nnc2SCC(=O)NCc2ccco2)cc1 | 1.3% | 13% | 17% | 3% | -10%
Nc1ncnc2nc(SCc3ccc(Cl)cc3Cl)[nH]c12 | 3.7% | 5% | 19% | -6% | 10%
Cc1cc(C)n(CC(=O)N/N=C/c2ccc(C)o2)n1 | 2.0% | 2% | -3% | -4% | 4%
CCN(C(=O)COC(=O)Cc1cccc2ccccc12)C1CCS(=O)(=O)C1 (stereo unspecified) | 1.7% | -6% | -5% | -11% | .
CSCCC(NC(=O)c1ccccc1Cl)C(=O)NNC(=O)c1ccncc1 (stereo unspecified) | 2.0% | -11% | 55% | 0% | 10%
CC(C)CC(NS(=O)(=O)c1ccc2c(c1)oc(=O)n2C)C(=O)N1CC=C(c2ccccc2)CC1 (stereo unspecified) | 5.9% | -4% | . | -9% | .
COc1ccccc1N1CCN(C(=O)C2CCN(S(=O)(=O)c3ccccc3F)CC2)CC1 | 0.3% | -14% | 11% | -3% | .
O=C(COC(=O)/C=C/c1cccc(Cl)c1)NCc1cccs1 | 0.7% | -1% | 50% | 3% | .
CC(=O)c1ccc(NC(=O)CN2CCN(S(=O)(=O)c3ccc4ccccc4c3)CC2)cc1 | 0.9% | -3% | 41% | 2% | .
O=C(Nc1ccc(-c2nc3ccccc3s2)cc1)c1cc(-n2cnnc2)ccc1Cl | 1.6% | 4% | 15% | -1% | 15%
COc1ccc(N2CCN(S(=O)(=O)c3ccc(Cl)s3)CC2)cc1 | 0.3% | -8% | 13% | -1% | -14%
O=C1CNC(c2ccccc2Cl)c2cc(Br)ccc2N1 (stereo unspecified) | 0.7% | 0% | -6% | -4% | 1%
Cc1cc(CNC(=O)C2CCC(=O)N(CCc3cccc(F)c3)C2)on1 (stereo unspecified) | i | 0% | -12% | -11% | 5%
Cc1cc(NC(=O)/C=C/c2cccc(F)c2)n(-c2nc3ccccc3[nH]2)n1 | 2.8% | -4% | ? | 13% | 0%
COc1ccc(OCCCC(=O)Nc2ccc3c(c2)OCO3)cc1 | 0.5% | 2% | 68% | 54% | 7%
CCOc1ccc(N(CC(=O)NCc2ccccc2)S(=O)(=O)c2ccc(C)cc2)cc1 | i | -1% | . | 2% | 11%
COc1ccc(/C=C2\N=C(C)OC2=O)cc1OC | i | 17% | 2% | -3% | -12%
COc1cccc2cc(C(=O)N3CCN(c4ccc(C)cc4C)CC3)c(=O)oc12 | 1.8% | 2% | 25% | 3% | 7%
CC(C)(C)NC(=O)CSc1nnc(-c2ccncc2)o1 | i | 4% | 61% | -2% | -10%
O=c1cc(-c2cccc(Br)c2)oc2cccc(O)c12 | 0.2% | -15% | 19% | 60% | 0%
Cn1c(=O)c2c(nc(SCCN3CCOCC3)n2Cc2cccc3ccccc23)n(C)c1=O | i | -5% | 18% | -6% | -2%
NC(=O)CSc1nc2cc3c(cc2c(=O)n1CCCC(=O)NCc1ccc2c(c1)OCO2)OCO3 | i | -5% | 2% | 9% | -6%
COc1cccc(Nc2ccc(N3CCCCC3)cc2)c1OC | 6.8% | 13% | ? | ? | .
COc1ccc2c(C)c(C(=O)O)oc2c1 | 2.4% | -5% | -4% | -1% | -4%
Cc1ccnc(NC(=O)c2cc3cc(F)ccc3s2)c1 | i | 11% | 44% | 47% | -3%
Cc1nc2cc([N+](=O)[O-])ccc2c(=O)n1-c1ccc(Br)cc1 | i | -27% | 4% | -2% | -1%
CCN(C(=O)CSc1nc2cc(C(F)(F)F)ccc2n1Cc1ccccc1)C1CCS(=O)(=O)C1 (stereo unspecified) | 0.8% | 5% | -4% | 9% | 2%
O=C(COC(=O)C1CC(=O)N(c2nc(-c3ccccc3)cs2)C1)c1ccccc1 (stereo unspecified) | 1.6% | 3% | 73% | 41% | -9%
CCN(CC)S(=O)(=O)c1cccc(-c2n[nH]c(=S)n2/N=C/c2ccc(C(=O)OC)cc2)c1 | 3.0% | 0% | -13% | -2% | -8%

A run of entries of the results above, for reference:
SMILES | inhibitors of VEEV | influenza NS1A | tuberculosis growth | M. tuberculosis HTS | Salmonella PhoP GFP | others
Cc1ccnc(NC(=O)c2cc3cc(F)ccc3s2)c1 | i | 11% | 44% | 47% | -3%
Cc1nc2cc([N+](=O)[O-])ccc2c(=O)n1-c1ccc(Br)cc1 | i | -27% | 4% | -2% | -1%
CCN(C(=O)CSc1nc2cc(C(F)(F)F)ccc2n1Cc1ccccc1)C1CCS(=O)(=O)C1 (stereo unspecified) | 0.8% | 5% | -4% | 9% | 2%
O=C(COC(=O)C1CC(=O)N(c2nc(-c3ccccc3)cs2)C1)c1ccccc1 (stereo unspecified) | 1.6% | 3% | 73% | 41% | -9%
CCN(CC)S(=O)(=O)c1cccc(-c2n[nH]c(=S)n2/N=C/c2ccc(C(=O)OC)cc2)c1 | 3.0% | 0% | -13% | -2% | -8%

(next part)
SMILES | inhibitors of VEEV | influenza NS1A | tuberculosis growth | M. tuberculosis HTS | Salmonella PhoP GFP | others
COc1ccccc1NC(=O)N1CCC(NC(=O)C(Cc2ccccc2F)NC(C)=O)CC1 (stereo unspecified) | 0.1% | -6% | -5% | -1% | 3%
Cc1ccc(NC(=O)COC(=O)C2COc3ccccc3O2)cc1 (stereo unspecified) | 0.2% | -4% | -9% | -10% | .
O=C([C@@H]1CC=C[C@@H]2CCN(C3CCCCC3)C(=O)[C@@H]21)N1CCN(c2ccccc2)CC1 | 0.8% | -18% | 11% | 4% | -5%
COc1ccc2c(=O)c(Oc3ccc(C(=O)O)cc3)c(C(F)(F)F)oc2c1 | 0.4% | -1% | -4% | -2% | -6%
N#Cc1c2c(c(Nc3ccc(O)cc3)n3c1nc1ccccc13)CCC2 | 0.3% | -1% | 69% | -1% | -4% | inhibitors of VEEV 10K pilot screen=0.0

High-throughput results (PubChem)
